M1AAP inhibition: malaria alanyl aminopeptidase activity blockers – biochemical, fluorogenic H-Leu-NHMec substrate, 1536-well (AID 1445) | recombinant M1AAP, H-Leu-NHMec fluorogenic kinetic assay; higher % means a stronger effect | inhibition, % at 30 µM, or IC50 in µM where a hit was titrated | 220,000 tested, 0.42% active;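 active means primary inhibition above the hit cutoff, then over 50% inhibition at one or more dose response concentrations, cut at about 23% in these data, passing the limit was not always enough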;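 further: plate controls were DMSO full reaction for no effect and no enzyme background for full effect; strong numbers were not always called active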
P. falciparum M17LAP: P. falciparum M17LAP inhibitors, primary screen, biochemical, fluorogenic H-Leu-NHMec substrate, 1536-well (AID 1619) | inhibition, % at 30 µM, or IC50 in µM where a hit was titrated | recombinant M17LAP, H-Leu-NHMec fluorogenic kinetic assay; higher % means a stronger effect | 220,000 tested, 0.38% active;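 active means compound inhibiting the enzyme by more than half at any dose during confirmatory dose-response retesting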;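 further: plate controls were full reaction with DMSO carrier for no effect and no enzyme background for full effect; strong numbers were not always called active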
Myeloid diff 2: promotes myeloid progenitor differentiation; 360,000 tested, 1% active; calls only at 10 µM; ER-HoxA9 myeloid progenitors, lysozyme-GFP differentiation, flow cytometry;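 active means normalized GFP-positive differentiation at or above the plate's own cutoff, the solvent-only control mean plus 3 SD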;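 further: cells exposed to compound for four days before flow analysis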
human PMI inhibitors: human PMI inhibitors, high substrate, primary screen, biochemical, fluorescence intensity, high mannose 6-phosphate (AID 1220) | recombinant PMI enzyme, coupled fluorescence intensity; higher % means a stronger effect | inhibition, % at 20 µM, or IC50 in µM where a hit was titrated | 190,000 tested, 0.66% active
TNAP activators: human TNAP enzyme activators, primary screen, biochemical, luminescent, no phosphate acceptor, uHTS (AID 1001); activation fold at 20 µM, or EC50 in µM where a hit was titrated; 200,000 tested, 0.03% active; purified TNAP, luminescent activation assay, no phosphate acceptor; higher activation fold means a stronger effect; in the data active means activation fold from about 3, or a potency from the dose series; inactive means the rest, 99 in 100 with activation fold below about 1.6; further: many of its hits are not listed in these tables
ER stress rescue: rescue of cells from ER stress-induced death, primary screen, 384-well, CSM14.1, thapsigargin, ATP luminescence (AID 1222) | CSM14.1 thapsigargin-induced death rescue, ATP luminescence; higher % means a stronger effect | one-dose cellular ATP content (survival), % at 20 µM; EC50 in µM for titrated hits | 190,000 tested, under 10 active;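 active means EC50 below 50 µM in the dose-response confirmation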;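 further: death triggered by thapsigargin at about 15 µM added after 2 h compound pretreatment; cell ATP read after overnight thapsigargin exposure of roughly 18 to 22 hours; normalized against plate controls of thapsigargin alone and 5% DMSO vehicle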
LYP inhibition: PTPN22 lymphoid phosphatase activity blockers – biochemical, fluorescence intensity, uHTS (AID 1779); recombinant LYP phosphatase, fluorescence intensity; higher % means a stronger effect; inhibition, % at 11.5 µM; hits with a dose series show IC50 in µM; 290,000 tested, 0.054% active;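 further: plate controls were vehicle with enzyme for no effect and no enzyme for full effect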
PMI inhibitors: MPI enzyme activity inhibition – biochemical, fluorescence intensity, coupled assay, primary screen (AID 1209); purified PMI enzyme, coupled fluorescence intensity; higher % means a stronger effect; one-dose inhibition, % at 20 µM; IC50 in µM for titrated hits; 190,000 tested, 0.42% active;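 further: plate controls were DMSO vehicle for no effect and wells lacking substrate for full effect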
XIAP antagonists: small molecules displacing peptide from XIAP – biochemical, IAP family, fluorescence polarization (AID 1018); XIAP BIR domain, fluorescence polarization peptide displacement; higher % means a stronger effect; displacement, % at 20 µM; hits with a dose series show IC50 in µM; 200,000 tested, 0.007% active; in the data active means displacement above about 50%; further: a part of the inactive calls stands beside numbers as strong as those of hits
Myeloid diff 2 GFP+ MAC1+ %: further read-out of Myeloid diff 2, marked with its call; GFP+ MAC1+ double positive, %; measured here: differentiation confirmed by MAC1 staining
The depositor's hits bear a star; i = inactive; · = not tested or not shown; + = active, no number. Unless noted, no stated cut-off is given here; in the data, active means inhibition above about 50%; inactive means the rest.

1	CCNC(=S)Nc1ccc(Cl)c([N+](=O)[O-])c1
2	CCC(CC)c1nnc(NC(=O)c2c(-c3ccccc3)noc2C)s1
3	O=C(/C=C/Nc1ccc(S(=O)(=O)Nc2ncccn2)cc1)c1cccs1
4	O=C(CN1c2cccc3cccc(c23)S1(=O)=O)N1CCOCC1
5	CCCCCCCC(=O)Nc1ccc(S(=O)(=O)Nc2nccs2)cc1
6	CCn1cc(C2=NOC(C(=O)Nc3cc(C)nn3-c3ccccc3)C2)c(C)n1 (stereo not drawn)
7	CC(=O)c1cc(F)c(N2CCN(C(=O)C(C)(C)C)CC2)cc1C
8	CN(C)c1nnnn1-c1ccccc1Oc1ncc(C(F)(F)F)cc1Cl
9	CCOC(=O)N1CCN(C(=O)CSCc2nc(-c3ccccc3C)oc2C)CC1
10	COC(=O)c1cc(CNC(=O)c2cccc(Cl)c2Cl)ccc1OC
compound no. | 1 | 2 | 3 | 4 | 5 | 6 | 7 | 8 | 9 | 10
M1AAP inhibition | 6% | -1% | 14% | 4% | 0% | 12% | 4% | 8% | 1% | 3%
P. falciparum M17LAP | -7% | 4% | 12% | -28% | 28% | 4% | 17% | 4% | 1% | 14%
Myeloid diff 2 | i | i | i | i | i | i | i | i | i | ·
Myeloid diff 2 GFP+ MAC1+ % | 0.6 | 3.7 | 0.1 | 0.5 | 0.5 | 6.3 | 0.3 | 0.1 | 1.3 | ·
human PMI inhibitors | -2% | -10% | · | 17% | 6% | -2% | -10% | 2% | -6% | 6%
TNAP activators | 1.2 | 0.7 | · | 1.1 | 1.1 | 1.2 | 1 | 1.1 | 1.3 | 1.1
ER stress rescue | -0.2% | 0.2% | · | 0.1% | -1.5% | · | 1.2% | 2.2% | 0.8% | -1.7%
LYP inhibition | 1% | -6% | -3% | -9% | -9% | 3% | -4% | -4% | -6% | -6%
PMI inhibitors | -7% | -3% | · | 1% | -1% | 1% | -8% | -4% | -4% | 3%
XIAP antagonists | -5.1% | -6.6% | · | -0.6% | 0.6% | 0.6% | -5.5% | -4.5% | -0.7% | 0.7%

11	CCCCNC(=O)CSc1nc(COc2ccccc2)nc2ccccc12
12	Cn1c(=O)c2c(nc(CN3CCN(C(c4ccccc4)c4ccccc4)CC3)n2CC(N)=O)n(C)c1=O
13	COc1ccc(NC(=O)CSc2nnc(C3CCCCC3)o2)c(OC)c1
14	O=c1[nH]c(/C(=N\O)c2ccccc2)no1
15	CONc1nc2nonc2nc1NOC
16	CCC1(CC)NC(=O)NC1=O
17	O=C(NCc1cc(C(F)(F)F)cc(C(F)(F)F)c1)C1CC(c2ccccc2[N+](=O)[O-])=NO1 (stereo not drawn)
18	O=c1[nH]c(Cc2ccccc2)nc2ccccc12
19	CC1CCCN(C(=O)CCS(=O)(=O)Cc2ccccc2)C1 (stereo not drawn)
20	COC(=O)Nc1csc2c1NC(=O)CCCC2
compound no. | 11 | 12 | 13 | 14 | 15 | 16 | 17 | 18 | 19 | 20
M1AAP inhibition | 5% | 1% | 8% | 10% | 2% | 1% | -5% | 3% | 13% | -3%
P. falciparum M17LAP | 4% | -4% | -3% | 23% | -5% | 3% | 3% | -3% | 0% | 1%
Myeloid diff 2 | i | i | + | · | i | i | i | i | i | i
Myeloid diff 2 GFP+ MAC1+ % | 0.1 | 1.5 | 1.7* | · | 0.1 | 0.6 | 1.2 | 0.3 | 7.2 | 0.5
human PMI inhibitors | 11% | -7% | -4% | 19% | -8% | 2% | 14% | -4% | 0% | ·
TNAP activators | 1.1 | 1.1 | 1.1 | 1 | 1 | 1.2 | 1 | 1.1 | 1.1 | ·
ER stress rescue | 9.3% | -1.4% | -0.9% | -3.5% | -0.3% | · | -2.0% | -0.1% | -4.3% | ·
LYP inhibition | -3% | -3% | 4% | -23% | 7% | 0% | -6% | -2% | -9% | -6%
PMI inhibitors | 11% | -8% | -1% | 20% | -2% | 2% | 10% | -4% | 4% | ·
XIAP antagonists | -3.1% | -5.4% | -1.7% | -5.5% | 8.2% | -4.6% | -8.6% | -6.7% | -3.8% | ·

21	COc1cccc(CNCCSc2nnnn2C)c1OC
22	O=S(=O)(NCc1ccccc1Br)c1cccs1
23	O=S(=O)(NCc1ccc2c(c1)OCO2)c1cccc2nsnc12
24	Clc1cc(Cl)cc(Nc2ncnc(-n3cccc3)n2)c1
25	COc1ccc(/C(O)=C2/C(=O)C(=O)N(CCCC(=O)O)C2c2ccc(OC)c(OC)c2)cc1 (stereo not drawn)
26	OCCOCCN1CCN(C(=S)Nc2ccccc2)CC1
27	Cc1ccc(Nc2nc(N)nc(CSc3nnc(-c4ccncc4)o3)n2)cc1
28	CN(CC(=O)Nc1nc2ccccc2s1)S(=O)(=O)c1ccc(Cl)cc1
29	CCC(=O)c1ccc(OCC(O)CN2CCN(c3cccc(C(F)(F)F)c3)CC2)cc1 (stereo not drawn)
30	O=C(Cn1ncc2ccccc21)N1CCN(c2cccc(C(F)(F)F)c2)CC1
compound no. | 21 | 22 | 23 | 24 | 25 | 26 | 27 | 28 | 29 | 30
M1AAP inhibition | 8% | 0% | -2% | 10% | -16% | 5% | 5% | 1% | 4% | -2%
P. falciparum M17LAP | 2% | -5% | 5% | 13% | -2% | 4% | -4% | 4% | 1% | 3%
Myeloid diff 2 | i | i | i | i | i | i | i | i | i | i
Myeloid diff 2 GFP+ MAC1+ % | 1.2 | 5.1 | 0.3 | 0.5 | 1.5 | 0.7 | 0.8 | 2.0 | 1.1 | 1.6
human PMI inhibitors | -4% | 1% | · | · | -12% | 4% | 10% | 9% | 21% | -2%
TNAP activators | 1.1 | 0.9 | · | · | 1 | 1.1 | 1.1 | 1.1 | 1 | 1
ER stress rescue | -1.3% | 0.6% | · | · | -0.3% | 1.6% | -1.7% | -0.1% | -2.0% | -1.8%
LYP inhibition | -6% | 1% | -4% | 3% | -9% | -5% | -6% | 0% | -8% | -2%
PMI inhibitors | -1% | 2% | · | · | -16% | 3% | 15% | 13% | 19% | -4%
XIAP antagonists | -7.8% | -4.9% | · | · | -5.7% | 12% | -3.7% | -4.7% | 0.2% | -5.7%

Whole records as entered above. Screens in order: M1AAP inhibition | P. falciparum M17LAP | Myeloid diff 2 | Myeloid diff 2 GFP+ MAC1+ % | human PMI inhibitors | TNAP activators | ER stress rescue | LYP inhibition | PMI inhibitors | XIAP antagonists
COc1ccc(NC(=O)CSc2nnc(C3CCCCC3)o2)c(OC)c1 across the screens: 8% | -3% | + | 1.7* | -4% | 1.1 | -0.9% | 4% | -1% | -1.7%
Clc1cc(Cl)cc(Nc2ncnc(-n3cccc3)n2)c1 across the screens: 10% | 13% | i | 0.5 | · | · | · | 3% | · | ·

Further compounds:
item | structure | M1AAP inhibition | P. falciparum M17LAP | Myeloid diff 2 | Myeloid diff 2 GFP+ MAC1+ % | human PMI inhibitors | TNAP activators | ER stress rescue | LYP inhibition | PMI inhibitors | XIAP antagonists
31 | CC(C)C(=O)Nc1nc(-c2ccc([N+](=O)[O-])cc2)cs1 | 2% | -3% | i | 0.8 | 6% | 1.1 | -0.6% | 2% | 0% | -15%
32 | CCN=C(NCC)SC1CC(=O)N(c2ccc(OC)cc2)C1=O (stereo not drawn) | 2% | -6% | i | 1.1 | -3% | 1.2 | 3.7% | -2% | 2% | -3.8%
33 | CCCCN1C(=O)/C(=C/C=C2/CC(C)(C)CN2C)SC1=S | 16% | -18% | i | 1.8 | 27% | 0.7 | -1.0% | -4% | 28% | -3.0%
34 | On1onc2c3cc(-c4ccccc4)nc3ccc21 | 3% | 3% | i | 3.5 | 20% | 1 | -4.1% | -8% | 26% | -3.4%
35 | CCOC(=O)c1nnsc1NC(=O)Nc1ccc(OC)cc1 | 3% | -2% | i | 0.8 | -2% | 1.1 | · | -5% | -2% | -7.8%
36 | COc1cc(C)nc(N2CCCC(C(=O)Nc3cccc(Cl)c3C)C2)n1 (stereo not drawn) | -1% | 6% | i | 1.1 | -5% | 1.1 | -0.5% | -9% | -1% | -9.4%
37 | COc1ccc(C2C(C(=O)c3ccco3)=C(O)C(=O)N2CC2CCCO2)cc1 (stereo not drawn) | 6% | 11% | i | 0.3 | 14% | 1 | 0.9% | -6% | 8% | -4.3%
38 | COc1ccc(NC(=O)CN(c2cc(C)cc(C)c2)S(=O)(=O)c2c(C)noc2C)cc1OC | 8% | -4% | i | 0.9 | 11% | 1.2 | · | -2% | 13% | -8.7%
39 | CC(NC(=S)Nc1ccccc1Cl)C(c1ccccc1)N1CCOCC1 (stereo not drawn) | 5% | -1% | i | 0.1 | -8% | 1 | 0.2% | -2% | -2% | 0.0%
40 | COc1ccc(N=NC2=C(O)CC(C)(C)CC2=O)cc1 | 8% | 24% | i | 1.4 | 3% | 1 | -3.3% | -5% | 9% | 0.5%
41 | O=c1cc(N2CCc3ccccc3C2)[nH]c(=O)n1Cc1ccc(F)cc1 | 0% | 13% | i | 1.9 | 38% | 1 | -2.8% | 0% | 10% | -7.0%
42 | N/C(=N\OC(=O)/C=C/c1ccccc1)c1ccccc1 | 2% | 10% | i | 1.5 | 6% | 1.1 | -2.6% | -4% | 4% | -6.9%
43 | CSc1nc(N)c2c3c(sc2n1)COC(C(C)C)C3 (stereo not drawn) | 10% | 8% | i | 0.4 | 1% | 1.1 | -1.1% | -4% | -8% | -2.6%
44 | Cc1cc(C)c(O)c(-c2cc(C(=O)Nc3cccnc3)[nH]n2)c1 | -1% | -10% | i | 0.2 | · | · | · | -5% | · | ·
45 | c1ccc(-c2nnnn2CCOCCn2nnnc2-c2ccccc2)cc1 | 0% | 2% | i | 1.6 | 6% | 1 | 7.0% | -2% | 13% | -2.3%
46 | Cc1cc(C)n2nc(SCCC(=O)NCc3ccccc3)nc2n1 | 1% | 3% | i | 0.4 | -4% | 1.1 | -0.4% | -3% | -3% | -3.8%
47 | CC1(C)CC(=O)C2=C(C1)NCN(Cc1ccccc1)C2 | 7% | -2% | i | 2.4 | -7% | 1 | -1.2% | -3% | -4% | -5.0%
48 | CCOc1nc(-c2ccncc2)nc2ccccc12 | -2% | 2% | i | 0.8 | -6% | 1.1 | 0.7% | 0% | -5% | -4.6%
49 | O=C(COc1ccccc1O)Nc1ccccc1Cl | 5% | 1% | i | 1.3 | 0% | 1 | -2.7% | 0% | 3% | -3.0%

Excerpt: nos. 43 to 45
item | structure | M1AAP inhibition | P. falciparum M17LAP | Myeloid diff 2 | Myeloid diff 2 GFP+ MAC1+ % | human PMI inhibitors | TNAP activators | ER stress rescue | LYP inhibition | PMI inhibitors | XIAP antagonists
43 | CSc1nc(N)c2c3c(sc2n1)COC(C(C)C)C3 (stereo not drawn) | 10% | 8% | i | 0.4 | 1% | 1.1 | -1.1% | -4% | -8% | -2.6%
44 | Cc1cc(C)c(O)c(-c2cc(C(=O)Nc3cccnc3)[nH]n2)c1 | -1% | -10% | i | 0.2 | · | · | · | -5% | · | ·
45 | c1ccc(-c2nnnn2CCOCCn2nnnc2-c2ccccc2)cc1 | 0% | 2% | i | 1.6 | 6% | 1 | 7.0% | -2% | 13% | -2.3%

Screens (PubChem)

An unsorted share of the library; overall some 2.7% were active at least once.
